Compound activity as filed in PubChem.
HTR5A inv ctr: inverse agonist of human HTR5A in OPRM1-OPRD1 counter-screen; P47898; HTR5A cell line, luminescence, inverse agonism; inhibition, % at 9.3 µM; actives 0.083% (n = 340,000); in the data active = inhibition mostly above about 23%, no sharp cut-off; inactive = mostly below about 18%;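 also: 0% = cells with DMSO and 100% = no-cell wells with DMSO; some compounds called inactive have numbers as strong as hits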
V-ATPase pH: alters yeast V-ATPase proton transport; S. cerevisiae, pHLuorin cytosolic pH fluorescence; response, % at 10 µM; actives 0.37% (n = 350,000); AID 504577; in the data active = response mostly above about 7.3%, no sharp cut-off; inactive = mostly below about 5.4%; also: actives read high; inactives centre near 0; some compounds called inactive have numbers as strong as hits; reference of the scale not given here
dFosB act: mouse delta FosB homodimer activation. actives 0.99% (n = 340,000). activation, % at 25 µM. purified delta FosB, TAMRA-CDK5 oligo fluorescence polarization; percent of positive-control signal above neutral wells. P13346. AID 493131;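 active = mean activation above about 17%, with every replicate also reaching it, limit read from the data, passing the limit was not always enough; inconclusive = only one of the two conditions met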;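 also: fluorescence polarization rise as delta FosB binds a TAMRA Cdk5 AP-1 oligo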
Target sequence (P13346 whole entry, looked up): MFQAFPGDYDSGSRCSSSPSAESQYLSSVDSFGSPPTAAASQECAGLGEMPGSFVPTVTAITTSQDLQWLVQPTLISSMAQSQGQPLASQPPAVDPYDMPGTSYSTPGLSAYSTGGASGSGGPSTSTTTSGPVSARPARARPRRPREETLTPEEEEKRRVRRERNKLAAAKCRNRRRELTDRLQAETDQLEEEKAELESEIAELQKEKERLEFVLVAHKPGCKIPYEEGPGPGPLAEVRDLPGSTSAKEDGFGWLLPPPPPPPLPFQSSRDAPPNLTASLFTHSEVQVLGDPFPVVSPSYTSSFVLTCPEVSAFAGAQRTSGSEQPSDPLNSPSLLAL
NSD2 inh: blocks human histone methyltransferase NSD2; inhibition, % at 12.5 µM; actives 0.54% (n = 310,000); NSD2 peptide methylation, AlphaScreen, 120 min; in the data active = inhibition above about 50%
MITF TRPM1 HTS: activators of MITF-driven TRPM1 promoter activity in SK-MEL-5 cells. SK-MEL-5 TRPM1-promoter luciferase, 24 h; % of positive control, neutral wells = 0. activation, % at 12.5 µM. actives 0.75% (n = 300,000);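 active = mean activation of at least 80% with every replicate also reaching 80%; inconclusive = mean reaches 80% but some replicate falls short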;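 also: 0% = neutral control wells and 100% = parthenolide positive control wells; values of inactives mirror those of a sister screen read the other way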
Wnt act: Wnt/beta-catenin pathway activation. Wnt/beta-catenin reporter cell assay, activator, plate reader. activation, % at 9.35 µM. actives 1.2% (n = 300,000). AID 743398; in the data active = activation above about 30%, passing the limit was not always enough; inconclusive = no clear call, values can overlap the other calls;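 also: 0% = neutral control wells and 100% = positive control wells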
HTR5A ag: counter-screen for OPRM1-OPRD1 agonists: human HTR5A agonism; activation, % at 9.3 µM; P47898; actives 0.61% (n = 340,000); AID 504692; HTR5A agonist assay, luminescence, cell-based; in the data active = activation mostly above about 9.5%, no sharp cut-off; inactive = mostly below about 7.6%;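 also: 0% = cells with vehicle only and 100% = reference agonist; strong numbers were not always called active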
PvdQ inh: P. aeruginosa PvdQ acylase inhibition; purified PvdQ acylase, fluorescence plate reader; inhibition, % at 10 µM; actives 0.063% (n = 340,000); AID 488965; in the data active = inhibition above about 30%, passing the limit was not always enough; inconclusive = no clear call, values can overlap the other calls;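 also: 0% = vehicle neutral wells and 100% = reference inhibitor wells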
CDK5 inh: CDK5/p35 (human) kinase inhibition | Q00535+Q15078 | Recombinant CDK5/p35, ADP-Glo luminescence, 60 min | inhibition, % at 10 µM | actives 0.01% (n = 330,000);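 active = highest replicate inhibition of at least 50% and at least 75% of replicates reaching 50%; inconclusive = only one of the two criteria met; inactive = both criteria failed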;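 also: plate controls were DMSO neutral control for no effect and GW8510 at 10 µM for full effect; many of its hits are not listed in these tables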
Target sequence (Q00535 whole entry, looked up): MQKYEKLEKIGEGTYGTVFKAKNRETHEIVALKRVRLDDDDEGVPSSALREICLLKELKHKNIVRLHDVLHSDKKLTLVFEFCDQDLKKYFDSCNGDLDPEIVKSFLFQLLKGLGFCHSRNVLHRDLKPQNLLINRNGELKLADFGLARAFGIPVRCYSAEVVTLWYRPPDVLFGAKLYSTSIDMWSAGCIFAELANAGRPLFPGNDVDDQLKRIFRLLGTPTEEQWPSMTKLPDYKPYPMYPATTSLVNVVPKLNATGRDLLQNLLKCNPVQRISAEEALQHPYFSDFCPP
Target sequence (Q15078 whole entry, looked up): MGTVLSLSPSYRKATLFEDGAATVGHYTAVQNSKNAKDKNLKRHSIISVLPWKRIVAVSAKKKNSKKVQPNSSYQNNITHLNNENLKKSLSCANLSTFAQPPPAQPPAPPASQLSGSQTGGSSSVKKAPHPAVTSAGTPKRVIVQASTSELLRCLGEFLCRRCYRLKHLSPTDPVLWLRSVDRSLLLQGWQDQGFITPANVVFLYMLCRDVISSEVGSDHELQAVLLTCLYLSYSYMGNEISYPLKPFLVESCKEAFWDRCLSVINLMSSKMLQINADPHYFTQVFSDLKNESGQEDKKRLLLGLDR
SR-BI DiI inh: mouse SR-BI HDL lipid transfer inhibition; Q61009; ldlA[mSR-BI] CHO cells, DiI-HDL uptake fluorescence, 3 h; inhibition, % at 12.5 µM; actives 0.96% (n = 320,000); AID 488896;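 active = mean replicate inhibition of at least 70% and a set share of replicates each scoring 70 or more; inconclusive = meets just one of the two criteria; inactive = fails both criteria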;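 also: 0% = median of neutral control wells and 100% = median of positive control wells; values of inactives mirror those of a sister screen read the other way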
The depositor's hits bear a star; ? = inconclusive; / = not tested or not shown.

SMILES	HTR5A inv ctr	V-ATPase pH	dFosB act	NSD2 inh	MITF TRPM1 HTS	Wnt act	HTR5A ag	PvdQ inh	CDK5 inh	SR-BI DiI inh
N=c1n(CC(=O)c2ccc(Br)cc2)c2ccccc2n1Cc1ccccc1	-9	2	35*	/	-89	6	3	-12	0.0	6
COc1ccc(/C=C/C(=O)N2CCN(S(=O)(=O)/C=C/c3ccccc3)CC2)cc1OC	4	1	6	-2	-1	/	-1	-12	-2.2	0
CCC1(c2ccc(F)cc2)NC(=O)N(CC(=O)Nc2cccc(S(=O)(=O)N3CCOCC3)c2)C1=O (centres undefined)	-11	-1	-11	-2	3	-4	1	-2	-1.9	5
CN1CCN(C(=O)c2ccc(COc3cc(Cl)ccc3Cl)o2)CC1	0	-3	-5	22	0	-1	0	5	-2.1	/
C/C(=N\NC(=O)c1cccc(N/N=C(\C)c2cc(O)ccc2O)c1)c1cc(O)ccc1O	4	-4	-12	2	-6	26	-1	3	1.2	85*
CC(CNC(=O)COc1ccccc1)OC(=O)Nc1ccc(Cl)c(Cl)c1 (centres undefined)	-3	2	-3	-1	-19	/	1	13	0.0	-21
COc1cccc(CNC(=O)C2CSC3(C)CCC(=O)N23)c1 (centres undefined)	5	7	2	2	5	-1	-2	-13	-2.2	-9
Cc1ccc2nc(-c3ccc(SCC(=O)O)nc3)[nH]c2c1	-1	0	0	0	-5	-2	-1	9	1.2	9
CN(CC(=O)Nc1c(Cl)cccc1Cl)C(=O)CCc1nc2sc3c(c2c(=O)[nH]1)CCCC3	7	-7	3	5	6	-3	6	-5	-0.7	-10
CCOC(=O)COc1nc(N(C)C)nc(N(C)C)n1	4	-5	-2	-1	1	0	2	-13	-0.2	-26
O=C(Nc1ccc(Br)c(C(F)(F)F)c1)c1ccccc1	-24	3	-9	-3	30	0	4	-8	2.4	14
Cc1ccc(NC(=O)COc2ccc3oc4c(c3c2)CCCC4)nc1	-7	0	0	-1	-3	0	3	1	-3.0	/
COc1ccc(-c2nnc(NC(=O)C3CCCO3)s2)cc1 (centres undefined)	-2	1	-1	-1	39	?	-5	-10	-1.0	7
Cc1nnc(NC(=O)CSc2nnc(C)n2-c2ccc(F)cc2)s1	-6	-2	1	-2	-23	0	2	-16	-3.0	-24
Cc1cc(CNC(=O)COc2cc(F)ccc2[N+](=O)[O-])c2ccccc2n1	25	0	-3	-5	-11	-17	-2	-17	-0.2	/

Part of the list above in a different format:
> Cc1ccc2nc(-c3ccc(SCC(=O)O)nc3)[nH]c2c1
  HTR5A inv ctr: -1
  V-ATPase pH: 0
  dFosB act: 0
  NSD2 inh: 0
  MITF TRPM1 HTS: -5
  Wnt act: -2
  HTR5A ag: -1
  PvdQ inh: 9
  CDK5 inh: 1.2
  SR-BI DiI inh: 9
> CN(CC(=O)Nc1c(Cl)cccc1Cl)C(=O)CCc1nc2sc3c(c2c(=O)[nH]1)CCCC3
  HTR5A inv ctr: 7
  V-ATPase pH: -7
  dFosB act: 3
  NSD2 inh: 5
  MITF TRPM1 HTS: 6
  Wnt act: -3
  HTR5A ag: 6
  PvdQ inh: -5
  CDK5 inh: -0.7
  SR-BI DiI inh: -10

Remaining list, next part:
SMILES	HTR5A inv ctr	V-ATPase pH	dFosB act	NSD2 inh	MITF TRPM1 HTS	Wnt act	HTR5A ag	PvdQ inh	CDK5 inh	SR-BI DiI inh
CC(=O)C1=C(O)C(=O)N(Cc2ccco2)C1c1ccccc1 (centres undefined)	9	-2	3	/	-5	1	-1	-1	-0.2	-13
O=C(CSc1nc(Cc2ccccc2)nc2ccccc12)Nc1nc2c(s1)CCCC2	-12	0	-4	1	18	6	3	-9	-2.0	5
COc1cccc(/C=N/Nc2ncc(C)c(=O)[nH]2)c1OC	-1	-1	2	-3	17	3	0	-19	2.0	-8
Cc1cc(C)cc(NC(=O)c2cc(C)nn2C)c1	16	5	-5	-2	-1	-3	1	-9	-0.5	-12
CC(C)N(Cc1nc(-c2ccccc2)no1)C(=O)c1ccc([N+](=O)[O-])cc1	-23	2	-13	1	/	-2	3	-5	-2.9	7
CC(=O)Nc1ccc(NC(=O)Cn2c(=O)n(-c3ccc(C)cc3)c(=O)c3oc4ccccc4c32)cc1	-5	-4	-4	0	2	-1	2	0	0.6	-16
CCN(CC)CCNC(=O)c1cc(Nc2ccc(OC)c(OC)c2)nc2ccccc12	-16	0	-4	18	10	3	4	-5	0.0	52
NC(=O)NC(=O)COC(=O)CCCCCNS(=O)(=O)c1ccc2c(c1)OCCO2	-43	5	4	-2	12	0	1	-1	-0.5	/
COc1cc(NC(=O)COC(=O)c2nc3nc(C)cc(C)n3n2)cc(OC)c1	-12	6	-6	1	-1	/	4	3	-0.5	-1
CN(C(=O)c1coc(=O)c2ccccc12)c1ccc(F)cc1	7	1	7	-1	-6	/	-2	-10	-3.3	-12
Cc1ccc(C)n1NC(=O)c1ccc(O)cc1	-10	-3	0	/	4	7	-3	1	-1.1	-21
Cc1ccc(C(=O)N2CCN(c3ccccn3)CC2)cc1Cl	10	-2	-3	-5	-4	-1	-3	-15	0.8	-2
CN(C)C(=O)c1ccc(Cl)cc1[N+](=O)[O-]	18	2	-5	-3	-6	-1	-5	-9	0.4	-12
O=C1CN(C(=S)Nc2ccccc2Cl)CCN1	-8	-3	-5	-7	2	0	-1	1	0.2	-19
COc1ccc(-c2csc(NC(=O)CCS(=O)(=O)c3ccccc3)n2)c(OC)c1	10	-1	4	-2	-25	-1	-1	6	-0.4	/

Rewritten with values under each structure: entries from further up.
Screens in order: HTR5A inv ctr | V-ATPase pH | dFosB act | NSD2 inh | MITF TRPM1 HTS | Wnt act | HTR5A ag | PvdQ inh | CDK5 inh | SR-BI DiI inh
- NC(=O)NC(=O)COC(=O)CCCCCNS(=O)(=O)c1ccc2c(c1)OCCO2
  -43 | 5 | 4 | -2 | 12 | 0 | 1 | -1 | -0.5 | /
- COc1ccc(-c2csc(NC(=O)CCS(=O)(=O)c3ccccc3)n2)c(OC)c1
  10 | -1 | 4 | -2 | -25 | -1 | -1 | 6 | -0.4 | /
- Cc1ccc(C(=O)N2CCN(c3ccccn3)CC2)cc1Cl
  10 | -2 | -3 | -5 | -4 | -1 | -3 | -15 | 0.8 | -2
- Cc1cc(C)cc(NC(=O)c2cc(C)nn2C)c1
  16 | 5 | -5 | -2 | -1 | -3 | 1 | -9 | -0.5 | -12

(more compounds)
SMILES	HTR5A inv ctr	V-ATPase pH	dFosB act	NSD2 inh	MITF TRPM1 HTS	Wnt act	HTR5A ag	PvdQ inh	CDK5 inh	SR-BI DiI inh
Cc1nc2ccccc2c(=O)n1/N=C/C=C/c1ccccc1	5	3	-1	-1	/	2	3	-24	-2.1	/
CCNc1c(NCC)c(=O)c1=O	-19	9	3	3	13	0	5	16	0.7	-17
Cn1c(SCCS(=O)(=O)c2ccc(Cl)cc2)nnc1-c1ccccc1	-8	-3	-4	-1	-10	/	5	-12	0.9	-3
CN(C)S(=O)(=O)c1ccc(Cl)c(NC(=O)COC(=O)C2CSC3(C)CCC(=O)N23)c1 (centres undefined)	0	-2	1	-2	12	4	5	2	-0.7	-3
CC1CC(NNC(=O)c2ccccc2)=Nc2ccccc2N1C (centres undefined)	7	1	-2	1	-2	8	2	-14	-0.2	-22
COc1cccc(C(=O)N2N=C(c3cccc(OC)c3)CC2(O)C(F)(F)F)c1 (centres undefined)	0	1	-9	-1	-5	28	1	-4	-2.7	-8
Cc1cccc(N2C(=O)NC3(CCCCC3)C2=O)c1	-2	4	-3	0	/	2	1	-12	0.1	6
Cc1ccn2c(=O)nc(SCC(=O)Nc3cccc4ccccc34)nc2c1	-3	-3	-11	-3	-15	-1	1	-10	0.2	-29
NC(=O)C1CCN(C(=O)c2ccccc2SCC(=O)NCC2CCCCC2)CC1	-5	0	-7	-2	-27	2	1	-2	0.6	-18
CC1CN(c2nc3ccccc3nc2NS(=O)(=O)c2ccccc2)CC(C)O1 (centres undefined)	-11	-1	-1	-1	-1	-4	3	-11	-0.7	-16
Cc1cc(C)c2c(=O)[nH]c(SCC(=O)c3ccc(F)c(C)c3)nc2n1	5	1	-6	-2	-8	0	-2	-4	0.5	6
O=c1c2c3n(c(=S)nc2[nH]n1-c1ccccc1)CCCCC3	13	4	8	7	8	/	2	-16	-1.7	-6
Cc1ccc(Nc2nc(-c3ccc(S(=O)(=O)N4CCCC4)cc3)cs2)cc1C	3	0	-16	/	-27	/	10*	1	-0.9	45
COc1ccc(-n2c(C)cc(/C=C3\C(=N)N4N=C(CC(=O)N5CCOCC5)SC4=NC3=O)c2C)c(OC)c1	-12	3	-11	11	1	-6	8	-8	-3.4	-8
CCOc1ccc2c(=O)c(Oc3ccccc3OCC)coc2c1	-4	-2	-7	7	56	0	4	0	-1.4	45
O=C(NN1CC(C(=O)OCc2ccc(Br)cc2)CC1=O)c1ccccc1 (centres undefined)	-4	2	-1	-2	-4	-2	1	-18	0.1	-20
S=c1[nH]nc(Cc2ccccc2)n1-c1ccccc1	11	-1	1	0	6	-3	-4	-7	0.5	-35
N#Cc1ccc(-c2nc3cc(Cl)ccc3c(=O)n2O)cc1	-7	-5	1	-2	4	0	2	0	-0.8	-13
CCOc1ccc(CN2CCN(Cc3cc4ccccc4[nH]3)CC2CCO)cc1 (centres undefined)	1	1	-1	5	-45	-2	0	0	1.1	20
CCOC(=O)N1CCC(NC(=O)c2cc3c(C)nc4ccccc4c3o2)CC1	-14	0	-34	/	/	3	4	-18	-0.6	14
O=C(CCSCc1ccc(Cl)cc1)NCc1cccs1	3	2	2	2	-1	-1	-1	2	2.0	-10
CCCCc1nc(SCC(=O)Nc2nnc(CCCC)s2)n[nH]1	16	-2	-4	-1	/	-1	7	-13	-4.4	8
O=C(N/N=C/c1cccs1)c1ccc2ncccc2c1	-1	1	-16	-1	24	0	0	-6	-1.4	27
CC(OC(=O)c1ccco1)C(=O)NC1CCCC1 (centres undefined)	-18	-5	5	-10	-1	1	6	-6	-2.1	/
O=C(Nc1ccccc1N1CCOCC1)c1cc2c(s1)CCCCC2	-10	-1	-2	-7	51	0	4	13	7.1	57
O=C(NC1CCCCC1)C(c1ccccn1)N(C(=O)c1csnn1)C1CC1 (centres undefined)	/	-1	5	0	6	0	/	-9	0.6	-3
CC1Nc2nc(N(C)C)[nH]c(=O)c2NC1C (centres undefined)	9	-1	-2	/	-5	-1	-3	-9	0.5	-19
CCc1noc(C)c1C(=O)N(C)CC(=O)Nc1ccc(Cl)c(Cl)c1	-19	3	-2	-2	-2	-4	2	-13	-2.1	-3
CCO[C@@H]1c2c(ccc3ccc(=O)oc23)OC(C)(C)[C@H]1O	10	2	-4	/	5	-1	3	-2	0.6	-21
COc1cc2c(cc1OC)C(NC(=O)C(F)(F)F)C/C2=N\O (centres undefined)	-15	0	2	-4	-7	-3	5	-7	-0.6	-4
CCN(CC)CCCNc1ccc2ncn3c4ccc(O)cc4c(=O)c1c23	4	4	38*	64*	-53	11	-1	-3	21	-14
